GPT2 inh = Primary qHTS assay for inhibitors of Glutamate pyruvate transaminase 2 (GPT2); Alanine aminotransferase 2 (Homo sapiens), Q8TD30; Recombinant GPT2, coupled pyruvate oxidase/HRP Amplex Red fluorescence; Potency, µM (series often up to 57.7 µM), inactives show top-dose activity change, negative = inhibition, most hits filed as inhibitors; hit rate 0.25% among 100,000; also: potency is read from the fitted curve at half-maximal effect; nearly all actives have a fitted effect of over 60% in size; many of its hits are not listed in these tables
Target sequence (Q8TD30 whole entry, looked up): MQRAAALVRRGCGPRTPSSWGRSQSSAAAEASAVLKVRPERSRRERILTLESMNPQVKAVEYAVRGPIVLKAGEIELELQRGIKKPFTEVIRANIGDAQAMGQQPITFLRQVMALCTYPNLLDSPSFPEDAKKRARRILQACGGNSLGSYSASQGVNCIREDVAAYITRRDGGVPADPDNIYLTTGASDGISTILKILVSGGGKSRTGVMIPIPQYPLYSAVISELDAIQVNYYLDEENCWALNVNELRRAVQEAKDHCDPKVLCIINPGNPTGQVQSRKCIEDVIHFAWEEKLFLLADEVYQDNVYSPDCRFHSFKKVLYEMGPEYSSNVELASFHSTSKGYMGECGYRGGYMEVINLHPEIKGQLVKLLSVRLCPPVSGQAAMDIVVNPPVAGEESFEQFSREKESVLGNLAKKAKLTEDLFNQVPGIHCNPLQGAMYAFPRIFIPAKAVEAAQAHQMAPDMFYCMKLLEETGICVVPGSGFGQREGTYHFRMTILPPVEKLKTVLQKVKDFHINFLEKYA
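Inhibition is scored from Amplex Red fluorescence generated when pyruvate oxidase and HRP act on pyruvate released by GPT2. Reactions contain 10ng/uL enzyme, 250uM a-KG and 2mM L-alanine and run 30 min at room temperature.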
NIH3T3 tox = Cytotoxic Profiling in NIH 3T3 Cell Line of Diverse Libraries Using Quantitative High-Throughput Screening | NIH 3T3 viability, CellTiter-Glo ATP luminescence, 48-72 h | hit rate 4.3% among 94,000 | Potency, µM (highest dose often 96.7 µM), inactives show at the highest dose activity change, negative = cytotoxicity, hits mostly inhibitors | AID 1345082, 2018; also: potency is read from the fitted curve at half-maximal effect; nearly all actives have a fitted effect of over 55% in size
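ATP-dependent luminescence (CellTiter-Glo) served as the viability signal for NIH 3T3 cells treated with compound for 48 or 72 hr at 37 °C.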
SNCA expr inh = Primary qHTS assay for inhibitors of alpha-synuclein gene (SNCA) expression | HEK-293 SNCA-luciferase knock-in, luminescence, 24 h | Potency, µM (highest dose often 57.2 µM), inactives show at the highest dose activity change, negative = inhibition, most hits filed as inhibitors | hit rate 0.17% among 140,000;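 also: potency is read from the fitted curve at half-maximal effect; plate controls were DMSO cells for no effect and cell-free wells for full effect; nearly all actives have a fitted effect of over 45% in size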
HEK293 tox = Cytotoxic Profiling in HEK 293 Cell Line of Diverse Libraries Using Quantitative High-Throughput Screening. Potency, µM (series often up to 115 µM), for the others: top-dose activity change, negative = cytotoxicity, usual class: inhibitors. HEK 293 viability, ATP luminescence (CellTiter-Glo), 48-72 h. hit rate 6.6% among 94,000; also: potency is read from the fitted curve at half-maximal effect; nearly all actives have a fitted effect of over 60% in size
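Viability of HEK 293 cells, plated at 250 cells/well, was judged by cellular ATP after compound treatment for 48 or 72 hr. Luminescence was imaged 10 min after CellTiter-Glo addition at room temperature.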
FLuc inh = Firefly luciferase inhibition profiling of diverse chemical library using quantitative high-throughput screening. purified P. pyralis luciferase, luminescence, biochemical. Luciferin 4-monooxygenase (Photinus pyralis), P08659. hit rate 2.5% among 76,000. AID 1347043, 2019. Potency, µM (top dose mostly 115 µM), without a hit: top-dose activity change, negative = inhibition, usual class: inhibitors; also: potency is read from the fitted curve at half-maximal effect; nearly all actives have a fitted effect of over 65% in size
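FLuc 10nM, D-luciferin 10uM, ATP 10uM, Mg acetate 10mM, Tris acetate pH 7.5, Tween/BSA; cpd qHTS; enzyme added last; CCD luminescence.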
IP6K1 inh = Primary qHTS assay for small molecule inhibitors of Inositol hexaphosphate kinase 1 (IP6K1); Inositol hexakisphosphate kinase 1 (Homo sapiens), Q92551; IP6K1 kinase, ADP-Glo luminescence, 2 h; stronger effect = lower value; activity change, % (series mostly up to about 58 µM); hit rate 0.81% among 140,000; AID 1645851, 2021; in the data active = activity change below about -25%
Target sequence (Q92551 whole entry, looked up): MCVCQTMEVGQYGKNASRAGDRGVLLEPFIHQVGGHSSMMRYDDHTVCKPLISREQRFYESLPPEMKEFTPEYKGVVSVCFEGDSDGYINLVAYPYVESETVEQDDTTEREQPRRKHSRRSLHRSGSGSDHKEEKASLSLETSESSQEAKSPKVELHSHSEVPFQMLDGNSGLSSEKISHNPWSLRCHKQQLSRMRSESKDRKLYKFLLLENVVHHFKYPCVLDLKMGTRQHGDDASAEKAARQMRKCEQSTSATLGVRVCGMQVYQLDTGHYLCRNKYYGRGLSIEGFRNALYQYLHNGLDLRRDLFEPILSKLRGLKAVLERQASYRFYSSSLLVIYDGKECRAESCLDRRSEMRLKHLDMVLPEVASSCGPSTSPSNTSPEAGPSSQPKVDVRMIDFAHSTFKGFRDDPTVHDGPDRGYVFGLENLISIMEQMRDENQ
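ADP-Glo luminescence measures ADP made by human IP6K1 during a 2 h RT reaction with ATP/IP6 (mix at 1.3 mM/130 uM); top library doses 57.5 and 19.1 uM final.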
HEK293 viab = GF-AFC viability counterscreen for inhibitors of alpha-synuclein gene (SNCA) expression. HEK-293-SNCA-luc viability, GF-AFC fluorescence, 24 h. Potency, µM (top dose mostly 57.1 µM), without a hit: at the highest dose activity change, negative = cytotoxicity, usual class: cytotoxic. hit rate 0.12% among 150,000;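 also: potency is read from the fitted curve at half-maximal effect; 0% = DMSO-treated cells and -100% = medium-only wells without cells; nearly all actives have a fitted effect of over 30% in size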
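Cytotoxicity counterscreen: after 24 h compound treatment of genome-edited SNCA-luciferase HEK-293 cells, live-cell protease substrate GF-AFC read by fluorescence after 30 min; activity scaled between DMSO (0%) and medium-only (-100%), curves Hill-fitted.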
* marks the source's active call; other numbers are inactive results; i = inactive; ? = inconclusive; / = not tested or not shown; [ ] = dose if it differs, or a comment. Unless noted, calls follow the shape of the dose curve; as a rule, active = well fitted curve in the direction sought with a large enough effect; inconclusive = small, poorly fitted or top-dose-only effect, or another doubt; inactive = no such curve, though single readings can be large; an effect the other way counts as inactive or inconclusive. Unless noted, % is scaled to controls: 0 for no effect and ±100 for the full control effect.

Below each SMILES – GPT2 inh | NIH3T3 tox | SNCA expr inh | HEK293 tox | FLuc inh | IP6K1 inh | HEK293 viab
CNC(=O)N1CCC(C2CCN(C(=O)Cc3ccccc3C)C2)CC1 (centres undefined)
→ -7% | i | 20% | i | -2% | -5 | 1%[12.5 µM]
CCC(C)NC(=O)C1CCC(CNS(=O)(=O)c2ccc(Cl)cc2)CC1 (centres undefined)
→ / | / | 22% | / | / | 36 | -2%
CCN1C(=O)COC[C@@H]1[C@H](O)c1ccc(NC(=O)CCc2ccccc2)cc1
→ 5%[88.5 µM] | -25%[138 µM] | 5%[87.6 µM] | -27%[172 µM] | 0%[172 µM] | -1 | -2%[87.6 µM]
Nc1ccn([C@@H]2O[C@H](CO)[C@H](O)C2(F)F)c(=O)n1
→ i | / | ? | / | / | / | ?
CCN(CC)CCNC(=O)C(=O)NCC(c1cccnc1)N1CCN(c2ccccc2)CC1 (centres undefined)
→ / | / | -26% | / | / | -1 | -3%
COCCn1c(=O)n([C@H]2CCCN(C(=O)Cc3cccc(F)c3)C2)c2ncccc21
→ i | 3% | 41%[activator] | i | 0% | 4 | 2%
CN1C(=O)[C@@H]2C[C@@H](O)CN2C2(CN(CC3CCCCC3)C2)C1=O
→ 1%[88.5 µM] | i | -15%[87.6 µM] | 4%[172 µM] | 1%[172 µM] | -14 | 1%[87.6 µM]
COc1cccc(CNC(=O)c2nn(C)c3c2CS(=O)(=O)c2ccccc2-3)c1
→ / | / | 14% | / | / | -8 | 3%
Cc1noc(C)c1[S+](=O)([O-])N1CCC(N2Cc3cccn3C2=O)CC1
→ i | -13% | -4% | ? | 2% | 0 | -3%
CCCCNC(=O)C1CC(=O)N(c2n[nH]c3cccc(F)c23)C1 (centres undefined)
→ i | i | -6% | 1% | 4% | 8 | -7%
OC[C@@]1(O)CO[C@@H](OC[C@H]2O[C@@H](OCc3ccccc3)[C@H](O)[C@@H](O)[C@@H]2O)[C@@H]1O
→ -1%[27.3 µM] | / | / | / | / | 3 | -3%[23.9 µM]
COc1ccc(-c2noc(C(=O)O)c2[C@@H](C)NC(=O)Cc2ccccc2)cc1
→ -3%[88.5 µM] | -1%[138 µM] | 1%[87.6 µM] | i | 4%[172 µM] | 0 | -1%[87.6 µM]
O=C(c1ccoc1)N1CCCN(c2nnc3ccc(Cl)cn23)CC1
→ -1% | -19% | 47%[activator] | i | -15% | 10 | 6%
OC1CCN(c2cc(N3CCOC(c4ccc(F)cc4)C3)ncn2)CC1 (centres undefined)
→ i | ? | 43%[activator] | ? | ? | -9 | -3%
CCNC(=O)N1CC(c2noc(COc3ccc(OC)cc3)n2)C1
→ i | -17% | -2% | 5% | -1% | 8 | -12%
O=C(O)C1CCc2nnc(C3CCCN([S+](=O)([O-])c4ccccc4)C3)n21 (centres undefined)
→ ? | -22% | -3% | -4% | / | 1 | 8%
COCCn1c(C)cc(O)c(C(c2ccccc2)N2CCCCC2)c1=O (centres undefined)
→ / | / | ? | / | / | 13 | 9%
COc1ccc(OCCCn2c(C)nc3cc(C)c(C)cc32)cc1
→ / | / | -25% | / | / | -13 | 2%
O=C1C[C@@H]2CCN(C(=O)C3CC3)C[C@@H]2CCN1Cc1ccc2c(c1)OCO2
→ 4%[88.5 µM] | -25%[174 µM] | -4%[87.6 µM] | ? | 4%[172 µM] | -9 | 5%[87.6 µM]
COc1ccc(Cl)cc1S(=O)(=O)N1CCN(Cc2cccc(F)c2)CC1
→ / | / | -2% | / | / | 2 | 5%
COc1ccc(-c2cccc(NS(=O)(=O)c3ccc(NC(C)=O)cc3)c2)nn1
→ / | / | -25% | / | / | -9 | -9%
COc1cccc(OCC(=O)c2ccc3c(c2)N(CCCC(=O)N2CCOCC2)C(=O)CO3)c1
→ 3% | -12% | -3% | ? | -1% | 27 | -19%
c1coc(CN2CCC(NC3CCCN(c4nc5ccccc5s4)C3)CC2)c1 (centres undefined)
→ i | ? | 3% | ? | 9% | 8 | 3%
CC(=O)N(O)CCCCCN1C(=O)CCC1=O
→ 1% | / | / | / | / | -3 | -5%
CCn1c(C(=O)Nc2cc(Cl)ccc2C)cc2sc(Cl)cc21
→ / | / | 6% | / | / | 17 | 2%
CCc1cccc(NC(=O)Cn2c(-c3cnccn3)nc(C)c(C)c2=O)c1
→ -8% | -13% | 7% | ? | 4% | -5 | -4%
COc1ccc(CCNC(=O)c2ccc3c(Cl)c4c(nc3c2)CCCC4)cc1OC
→ / | / | -12% | / | / | -9 | 9%
CCc1nn(CC(=O)Nc2ccc(C)cc2C)c(=O)c2cc3sccc3n12
→ / | / | -6% | / | / | -9 | -2%
CCc1nn2c(=O)cc(COC(=O)c3cccc(NC(=O)c4cccs4)c3)nc2s1
→ / | / | 41%[activator] | / | / | 13 | 7%
O=C(c1ccccc1F)N1CCCC2(C1)C(=NC1CCCC1)NC(=O)N2c1cccnc1 (centres undefined)
→ -7% | -21% | -5% | i | / | -9 | -3%
COc1cccc(CN2CCc3nc(N(C)Cc4cccnc4)[nH]c(=O)c3CC2)c1
→ 1% | ? | -12% | ? | 0% | 7 | -12%
COc1ccc2[nH]c3c(c2c1)CCN(C)C31CCN(C(=O)Cc2ccncc2)CC1
→ -2% | ? | ? | -29% | -10% | 0 | 8%[12.5 µM]
COCC(=O)N[C@@H]1CN(Cc2ccccc2C)C[C@H]1CO
→ i | -21% | -3% | -27% | -9% | -4 | -18%
Fc1ccc2nc(CO[C@H]3CN(C4CCC4)C[C@H]3F)[nH]c2c1
→ i | i | 8%[87.6 µM] | -17%[172 µM] | ? | -1 | 2%[87.6 µM]
O=C(NCc1ccccc1Cl)c1ccc2nnc(-c3ccc(OC(F)(F)F)cc3)n2c1
→ -12% | ? | -18% | ? | / | -4 | -8%
CC1CCCCN1C(=O)Cn1c(=O)n(-c2ccc(Cl)cc2)c(=O)c2c3c(sc21)CCC3 (centres undefined)
→ / | / | -1% | / | / | -8 | -11%
COc1ccc(-c2nc(C3CC3)nc3c2CCN([S+](=O)([O-])c2c(C)noc2C)CC3)cc1
→ ? | ? | ? | -29% | / | -6 | ?
Cc1cc(C(=O)N[C@@H]2CCC[C@@H](C(=O)N(C)Cc3cccnc3)CC(=O)N(C)C2)no1
→ i | 4%[174 µM] | -24%[87.6 µM] | 4%[172 µM] | -4%[172 µM] | -12 | 3%[87.6 µM]
CCc1ccccc1N(C)C(=O)c1cc2c(s1)-c1c(C)cccc1OC2
→ / | / | 90%[activator] | / | / | 8 | 12%
COCCCNC(=O)c1cc2c(=O)oc3ccc(C)cc3c2s1
→ / | / | 10% | / | / | 4 | -2%
Cc1nnc(NC(=O)CSc2nccn2Cc2ccc(Cl)cc2)s1
→ / | / | 25% | / | / | 17 | -2%
Cc1cccc(C(=O)N2CCCC(n3cc(-c4nc(C)no4)nn3)C2)c1 (centres undefined)
→ -3% | -17% | 32%[activator] | 7% | -4% | 1 | 5%
COc1cc2c(=O)n(Cc3ccccc3Cl)c(=O)n(CC(=O)Nc3ccccc3)c2cc1OC
→ / | / | 10% | / | / | -5 | -3%
CCOc1cccc(CN2CCC3(CC2)CC(O)CCO3)c1 (centres undefined)
→ i | 2% | ? | -24% | -8% | 15 | -11%
CN1CCC2(C1)CN(Cc1ccccc1)c1ccc(C(=O)Nc3ccn(C)n3)cc12 (centres undefined)
→ 1%[88.5 µM] | ? | 29%[87.6 µM] | ? | -18%[172 µM] | 7 | 0%[87.6 µM]
Cc1cn2c(=O)cc(COC(=O)c3ccc(NC(=O)C(C)Oc4ccccc4)cc3)nc2s1 (centres undefined)
→ / | / | -10% | / | / | 26 | -2%
CCOc1ccc(CC(=O)N2CCCN(c3cc(-c4ccc(OC)cc4)[nH]n3)CC2)cc1OCC
→ ? | -14% | -7% | ? | 2% | 2 | -24%
Cc1ccn2c(Nc3ccc4c(c3)OCO4)c(-c3ccc(Cl)cc3)nc2c1
→ / | / | 31%[activator] | / | / | 0 | -1%

Looked up by structure from the list above (2):
Below each SMILES – GPT2 inh | NIH3T3 tox | SNCA expr inh | HEK293 tox | FLuc inh | IP6K1 inh | HEK293 viab
CC1CCCCN1C(=O)Cn1c(=O)n(-c2ccc(Cl)cc2)c(=O)c2c3c(sc21)CCC3 (centres undefined)
→ / | / | -1% | / | / | -8 | -11%
O=C1C[C@@H]2CCN(C(=O)C3CC3)C[C@@H]2CCN1Cc1ccc2c(c1)OCO2
→ 4%[88.5 µM] | -25%[174 µM] | -4%[87.6 µM] | ? | 4%[172 µM] | -9 | 5%[87.6 µM]

Sorted by count of non-hydrogen atoms (high to low): 5 of the compounds above
Below each SMILES – GPT2 inh | NIH3T3 tox | SNCA expr inh | HEK293 tox | FLuc inh | IP6K1 inh | HEK293 viab
Cc1cn2c(=O)cc(COC(=O)c3ccc(NC(=O)C(C)Oc4ccccc4)cc3)nc2s1 (centres undefined)
→ / | / | -10% | / | / | 26 | -2%
O=C(NCc1ccccc1Cl)c1ccc2nnc(-c3ccc(OC(F)(F)F)cc3)n2c1
→ -12% | ? | -18% | ? | / | -4 | -8%
CN1CCC2(C1)CN(Cc1ccccc1)c1ccc(C(=O)Nc3ccn(C)n3)cc12 (centres undefined)
→ 1%[88.5 µM] | ? | 29%[87.6 µM] | ? | -18%[172 µM] | 7 | 0%[87.6 µM]
COc1ccc(-c2cccc(NS(=O)(=O)c3ccc(NC(C)=O)cc3)c2)nn1
→ / | / | -25% | / | / | -9 | -9%
CCNC(=O)N1CC(c2noc(COc3ccc(OC)cc3)n2)C1
→ i | -17% | -2% | 5% | -1% | 8 | -12%

Not all compounds are listed; count on the stated rates, not on these rows.
